Insulin prom inh – TRM-6 insulin promoter activity inhibition | inhibition, % at 2 µM | 0.9% of 130,000 active | TRM-6 cells (human fetal islet line), insulin promoter-eGFP reporter, imaging; reporter expression induced with tamoxifen;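 active means inhibition above the mean plus 3 SD, with well images judged a real hit on visual review, cut at about 60% in these data, passing the limit was not always enough; inconclusive means inhibition over the cutoff but images rejected on review; inactive means inhibition not above the cutoff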
sdo1 growth – restores growth of sdo1-depleted yeast. 0.21% of 140,000 active. z-score at 10 µM. S. cerevisiae sdo1-depleted JHY4D growth rescue, OD600 30 h; active compounds read high; pdr5 snq2 efflux-pump mutant strain;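 active means z-score above 3 at both the 24 hr and the 30 hr optical density reads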;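 further: z-score against mean and SD of all compound wells on the same plate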
sdo1 growth Rescue 24 h – recorded beside sdo1 growth, whose call it bears; z-score; S. cerevisiae sdo1-depleted JHY4D growth rescue, OD600; measured here: growth rescue at 24 h;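 0 is the plate mean of compound wells and units are plate SD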
* = called active by the depositor; ? = inconclusive; . = no result given. Some of the compounds tested (hit frequency here may not be typical).

Insulin prom inh,sdo1 growth,sdo1 growth Rescue 24 h,canonical_smiles
.,0.21,-0.21,Cc1cc(C)cc(OCC(=O)OCC(=O)NCc2cccs2)c1
37,0.14,0.31,CCOC(=O)C1CCN(CC(O)COc2ccc(C(=O)CC)cc2)CC1 (stereo not given)
7,1.7,1.3,CC1=CC(=O)OC1Cc1ccncc1 (stereo not given)
13,0.93,-0.37,COc1cccc(-c2nc(=S)c3c(n2CCCO)CCCC3)c1
27,-1.2,-1.5,Cc1onc(-c2ccccc2Cl)c1C(=O)N(Cc1nc(-c2ccccc2)no1)C1CCCCC1
-14,0.36,-0.05,COCCNC(=O)COC(=O)c1nsc(Cl)c1Cl
?,0.9,0.87,Cn1c(NCc2cccc(Br)c2)nc2ccccc21
15,-0.47,-0.91,COCCCn1c(Cc2csc(Nc3cccc(Cl)c3)n2)nnc1SCC(=O)OC
51,0.35,0.61,CCCCC(=O)Nc1ccc(NC(=O)CC)cc1OC
4,.,.,COc1ccc2[nH]c(=O)c(CN(CC3CCCO3)C(=S)Nc3ccc(C)cc3)cc2c1 (stereo not given)
45,.,.,Oc1oc(-c2ccc(Br)cc2)nc1/C=N/c1ccccn1
-93,-0.15,-0.35,COC(=O)c1sccc1NC(=S)N1CCN(c2ccc(F)cc2)CC1
31,0.09,-0.92,CC1CCCN(C(=O)Cc2ccc(F)cc2)C1 (stereo not given)
-42,-0.19,-0.57,Cc1cccc(C)c1NC(=O)CSc1nnc(CCCCCNC(=O)OC(C)(C)C)o1
-14,0.01,0.15,CCOc1cc([C@H]2[C@@H]3CCCC[C@]3(O)CCN2CC(=O)NCc2ccco2)ccc1O
.,-0.18,0.02,Cc1cccc(OCCSc2nnc(-c3ccoc3C)n2C)c1
0,-0.95,-0.43,O=C(CCn1cccc1)Nc1ccccc1F
-43,-0.37,0.55,COc1ccccc1C(=O)Nc1cc2c(ccc3ccccc32)oc1=O
-15,0.09,-0.24,NC(=O)C1CCN(CCC(=O)Nc2cccc(Cl)c2)CC1
-82,-0.23,-1.1,CCn1c(CNC(=O)c2cccc(C)c2)nnc1SCC(=O)Nc1cccc(OC)c1
32,-1.1,-1,N#CC1=C(N)S[C@H](C(=O)C23CC4CC(CC(C4)C2)C3)[C@H]1c1ccncc1
.,-2.2,-1.8,O=C(c1ccco1)N1CCN(C(=O)c2cc3sccc3n2Cc2ccccc2)CC1
59,-0.75,-0.31,COC(=O)C1=C(O)C(C(=O)OC)C(c2ccc(C)cc2)C(C#N)(C#N)C1c1ccc(C)cc1 (stereo not given)
-22,-1,-0.45,COc1cc2c(cc1NC(=O)C(C)N1CCN(S(=O)(=O)c3ccc(C)c(C)c3)CC1)oc1ccccc12 (stereo not given)
6,-0.42,-0.65,O=C(Nc1ccccc1N1CCN(C(=O)c2ccc(Cl)cc2)CC1)c1ccc(Br)cc1
.,-1.5,-1.4,C=CCN=c1scc(-c2ccccc2)n1/N=C/c1ccccn1
0,.,.,CCN(CC)C(=O)CSc1nc(C)cc(C)c1C#N
-11,1.2,1.3,CS(=O)(=O)N(CC(=O)N1CCCC1)Cc1ccc(Cl)cc1
-7,0.18,0.27,CCOC(=O)c1cc(-c2ccccc2)sc1NC(=O)C(C)OC(=O)c1cccc(S(=O)(=O)N(C)C)c1 (stereo not given)
5,1.6,2,CCC(=O)N1CCc2cc(S(=O)(=O)CCC(=O)Nc3nc(C)cs3)ccc21

The list goes on, overlapping the part above by 5 compounds.
Insulin prom inh,sdo1 growth,sdo1 growth Rescue 24 h,canonical_smiles
.,-1.5,-1.4,C=CCN=c1scc(-c2ccccc2)n1/N=C/c1ccccn1
0,.,.,CCN(CC)C(=O)CSc1nc(C)cc(C)c1C#N
-11,1.2,1.3,CS(=O)(=O)N(CC(=O)N1CCCC1)Cc1ccc(Cl)cc1
-7,0.18,0.27,CCOC(=O)c1cc(-c2ccccc2)sc1NC(=O)C(C)OC(=O)c1cccc(S(=O)(=O)N(C)C)c1 (stereo not given)
5,1.6,2,CCC(=O)N1CCc2cc(S(=O)(=O)CCC(=O)Nc3nc(C)cs3)ccc21
.,0.71,0.55,O=C(O)CCN1CCOCC1
-78,.,.,Cc1cc(C(=O)Nc2c[nH]c(=O)[nH]c2=O)ccc1[N+](=O)[O-]
17,0.42,0.29,Cc1c(NC(=O)C(C)c2ccc(CC(C)C)cc2)c(=O)n(-c2ccccc2)n1C (stereo not given)
7,0.08,0.44,Cc1ccc(S(=O)(=O)NNC(=O)NC23CC4CC(CC(C4)C2)C3)cc1
8,.,.,CCCOC(=O)Nc1c(C)cccc1C(C)C
.,1,0.5,O=C(NCC1CCCO1)[C@@H]1CSC2c3ccccc3C(=O)N21 (stereo not given in full)
.,0.59,0.24,COc1cccc(C(=O)Nc2cccc(NC(C)=O)c2)c1
.,0.74,0.46,Cc1ccc(CNC(=O)CSc2nc3ccccc3c(=O)n2CCCO)cc1
.,-0.2,-0.64,COc1ccc(CCNC(=O)Cc2cc(=O)[nH]c(=O)[nH]2)cc1OC
.,0.18,-0.19,O=C(COc1ccc2ccccc2c1)NNC(=O)[C@@H]1CCCC[C@@H]1C(=O)O
13,.,.,COc1cc(/C=C/C(=O)O)cc(S(=O)(=O)NCc2ccc3c(c2)OCO3)c1OC
-37,0.43,-0.07,CCN(CC)c1ccc(C(=O)N/N=C(\C)c2ccc(O)cc2)cc1
.,-0.89,-0.37,CCc1ccc(OCC(=O)N/N=C/c2ccc(OS(=O)(=O)c3ccc(C)cc3)c(OC)c2)cc1
36,-0.75,0.79,COc1ccc2nc3oc(C(=O)N4CCN(c5cccc(C(F)(F)F)c5)CC4)cc3cc2c1
-7,1.6,3,O=C(N/N=C/c1ccc(O)c(O)c1O)/C(=C/c1ccc([N+](=O)[O-])cc1)NC(=O)c1ccccc1
.,0.65,1,Cc1cc(NC(=O)CSc2nnc(C)c(=O)[nH]2)no1
.,0.13,-0.66,Cc1ccc(C)c(S(=O)(=O)NCCCn2ccnc2)c1
28,0.09,-0.14,COc1ccccc1N1CCN(C(=O)c2cc(-c3ccc(C)cc3)on2)CC1
-26,.,.,Cc1ccc(S(=O)(=O)N(C)C)cc1NC(=O)COC(=O)/C=C/c1ccc2c(c1)OCO2
.,-1.8,-1.1,Cc1ccc(/C=C/C2=NN(Cc3ccccc3)C(=O)CC2)cc1
-19,-0.19,2.1,COc1ccc(CCn2c(=O)[nH]c3cc(C(=O)NCCc4ccccc4)ccc3c2=O)cc1OC
.,0.65,0.17,Cc1ccc(NC(=O)C(C)N2C(=O)C3C4CC(C(Br)C4Br)C3C2=O)cc1 (stereo not given)
-3,0.29,-0.6,CC(=O)C1C(c2cccc([N+](=O)[O-])c2)C2C(C)=NN=C2CC1(C)O (stereo not given)
-79,.,.,CCC(=O)c1ccc(N2CCN(C(=O)COc3ccccc3F)CC2)c(F)c1
0,-1.1,-0.1,CCCSc1nc(N2CCOCC2)c2c(c1C#N)CCCC2
.,0.3,0.07,O=C1Nc2ccccc2C(O)(C(=O)NCc2ccco2)N1c1ccccc1 (stereo not given)
-2,0.04,-1.4,O=C(NNC(=O)c1ccccc1Br)c1ccc(Cl)c(Cl)c1
50,0.22,1.9,Cc1csc(NC(=O)CSc2nc(C)cs2)n1
.,-0.89,-0.76,COc1cccc(C2SCC(=O)N2c2ccc(Br)cc2)c1OC (stereo not given)
.,-1.2,-0.67,CCCCn1c(NS(=O)(=O)c2ccc(C)cc2)c(S(=O)(=O)c2ccccc2)c2nc3ccccc3nc21
-9,-0.72,-0.07,COc1ccc(C(O)C(CN2CCOCC2)c2ccccc2)cc1 (stereo not given)
0,-1.7,-1.4,O=C(Nc1ccccc1)/C(=C/c1ccc([N+](=O)[O-])cc1)NC(=O)c1ccccc1
14,-0.87,-0.74,O=C(CN1C(=O)C2(OCCO2)c2ccccc21)c1ccc(Cl)cc1
-33,12*,8.5*,Cc1nn(Cc2ccc(Cl)cc2)c(C)c1NC(=O)CSc1n[nH]c(C)c1[N+](=O)[O-]
-9,-0.17,0.14,Cc1ccc(-c2nc3cc(C)ccc3o2)cc1
18,0.16,-2.6,O=C(COc1ccc(S(=O)(=O)N2CCCCC2)cc1)NCc1ccncc1
14,0.17,-0.69,C#CCOCCOCCOCCNc1nc(N2CCN(C(=O)Cn3cc(CC(C)O)nn3)CC2)nc(N2CCN(C(=O)Cn3cc(CC(C)O)nn3)CC2)n1 (stereo not given)
53,-0.32,-0.46,COCCN1CN(S(=O)(=O)c2ccccc2)c2nc3ccccc3nc21
.,-0.52,-0.5,Cc1cccc(N(C)S(=O)(=O)c2cccc3nsnc23)c1
27,0.34,0.66,Cc1cc2c(c(=O)n1CCCn1ccnc1)C(c1ccco1)C(C#N)=C(N)O2 (stereo not given)
.,-0.05,0.41,CCCCCN(C(=O)NC(=O)NC(C)CC)S(C)(=O)=O (stereo not given)
9,0.8,-0.33,Cc1nn(CCc2n[nH]c(=S)n2-c2cccc(Cl)c2)c(C)c1[N+](=O)[O-]
21,0.72,0.37,C=CC(=O)NC(NC(=O)C=C)c1ccc(Br)cc1
-45,-0.15,1.5,Cc1sc(NC(=O)c2ccco2)c(C(=O)c2ccc(Cl)cc2)c1C
.,0.72,0.04,Fc1ccccc1OCCCN1CCOCC1
10,.,.,CCOC(=O)c1c(NC(=O)C2C3C=CC(C3)C2C(=O)O)sc2c1CC(C)(C)OC2 (stereo not given)
.,-0.36,-0.45,Cc1cccc(NC(=S)N2CCC(c3nc4ccccc4o3)CC2)c1C
-30,-0.16,-0.39,CC(=O)NCCOC(=O)Nc1ccncc1
-14,-0.28,-0.76,CCn1c(COc2ccccc2)nnc1SCC(=O)NC1CCCCC1
46,-0.9,-0.31,Cc1ccccc1-c1cc2c(nn1)-c1ccccc1C2=O
-18,-0.36,-0.2,COC(=O)c1ccc(OC(=O)c2ccc(OC)c(OC)c2)c(OC)c1
-85,.,.,CS(=O)(=O)N1CCN=C1SCc1ccc([N+](=O)[O-])cc1
.,-0.64,-0.19,Cc1cccc(N2CCCC2=Nc2ccc(Br)cc2C#N)c1
-47,-0.68,-0.83,Cc1cccc(OCCNC(=O)c2cccc(Oc3ccc(C(F)(F)F)cc3[N+](=O)[O-])c2)c1
.,0.85,1.1,O=C1CCC(=O)N1c1cccc(OS(=O)(=O)c2ccccc2)c1
-31,0.18,-0.14,O=C(Cn1nnc2ccccc21)NCc1ccccc1
55,0.9,0.17,Cc1ccc2c(c1)C(=O)N(CCCCO)C2=O
.,0.34,0.53,CCOC(=O)CN(C(=O)CNC(=O)c1cccs1)C(C(=O)NC1CCCC1)c1cccnc1 (stereo not given)
52,0.98,0.99,O=c1cc(-c2ccc(F)cc2F)[nH]c2ccccc12
63,1.9,2.3,COc1ccccc1NC(=O)NS(=O)(=O)c1ccc(C)cc1

Reprinted at random: five entries already listed, in no set order.
Insulin prom inh,sdo1 growth,sdo1 growth Rescue 24 h,canonical_smiles
-85,.,.,CS(=O)(=O)N1CCN=C1SCc1ccc([N+](=O)[O-])cc1
-30,-0.16,-0.39,CC(=O)NCCOC(=O)Nc1ccncc1
46,-0.9,-0.31,Cc1ccccc1-c1cc2c(nn1)-c1ccccc1C2=O
.,-0.05,0.41,CCCCCN(C(=O)NC(=O)NC(C)CC)S(C)(=O)=O (stereo not given)
-45,-0.15,1.5,Cc1sc(NC(=O)c2ccco2)c(C(=O)c2ccc(Cl)cc2)c1C

Back to the main list with the two entries that preceded the break.
Insulin prom inh,sdo1 growth,sdo1 growth Rescue 24 h,canonical_smiles
52,0.98,0.99,O=c1cc(-c2ccc(F)cc2F)[nH]c2ccccc12
63,1.9,2.3,COc1ccccc1NC(=O)NS(=O)(=O)c1ccc(C)cc1
.,-1.4,-1.1,O=C(CC(NC(=O)c1ccccc1Cl)c1ccccc1)NCCc1ccc(Cl)cc1 (stereo not given)
-14,0,0.11,Cc1cccc(-c2noc(CCCOc3ccc(Cl)cc3Cl)n2)c1
5,-0.51,-0.98,Cc1ccc(N2C(=O)CSC2c2ccccn2)cc1Cl (stereo not given)
-64,.,.,C#CCNC(=O)C1CCN(c2ccc(S(=O)(=O)N3CCOCC3)cc2Cl)CC1
-9,-0.93,-0.37,COC(=O)C1C2C=CC(C3CC23)C1C(=O)OCC(=O)c1ccccc1 (stereo not given)
-340,0.71,-0.4,CC(=O)Oc1ccc(Cl)cc1/C=C/c1cc(OC(C)=O)c2ccccc2n1
.,0.34,0.76,COc1ccc(-c2nc(-c3ccccc3OC)no2)cc1OC
-51,-0.58,-0.91,O=C1N(Cc2ccccc2F)c2ccccc2C12OCCCO2
-36,0.41,0.54,O=C(COC(=O)COc1ccc(Cl)cc1)Nc1ccc(F)c([N+](=O)[O-])c1
17,-0.63,-1.4,O=C(CN(c1ccc(Cl)cc1)S(=O)(=O)c1ccccc1)N/N=C/c1ccco1
40,-0.3,0.37,CC(NC(=O)COC(=O)Cc1ccc(-c2ccccc2)cc1)c1ccccc1 (stereo not given)
.,1.1,0.67,OCC1CCCN(C(=S)Nc2ccc(OC(F)F)cc2)C1 (stereo not given)
-3,0.41,0.7,COC(=O)Nc1nc(-c2ccccc2)c(C(=O)c2ccc(Cl)cc2)s1
11,0.22,-0.09,NS(=O)(=O)c1ccc(NC(=O)N[C@@H](Cc2ccccc2)C(=O)O)cc1
-25,0.04,0.13,COc1ccc2[nH]c(=O)c(CN(CC3CCCO3)C(=O)Nc3ccc(F)cc3)cc2c1 (stereo not given)
-22,.,.,CCOC(=O)c1ccc(S(=O)(=O)N2CCN(C(C)=O)CC2)cc1
